Screening results as filed in PubChem.
KB-V1 cytotox – KB-V1 MDR subline cytotoxicity; KB-V1 MDR cells viability, CellTiter-Glo, 72 h; Potency, µM (titrated, usually from 46.1 µM), without a hit: top-dose activity change, negative = cytotoxicity, actives largely listed as cytotoxic; 3.4% of 400,000 active; AID 1347076; note: potency is the fitted concentration of half-maximal effect; % is set by controls: 0 for no effect and ±100 for the full control effect; nearly all actives have a fitted effect of over 60% in size
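Cells of the MDR subline KB-V1 are plated, dosed with compound at multiple concentrations, and incubated 72 h at 37 degrees C; CellTiter-Glo is then added and luminescence read after 10 min.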
SW480 rereplic – induces DNA re-replication in SW480 colon adenocarcinoma cells. SW480 DNA re-replication, Hoechst DNA content imaging, 48 h. Potency, µM (series often up to 46.1 µM), for the others: top-dose re-replication activation, hits mostly activators. 1.8% of 340,000 active; note: potency is the fitted concentration of half-maximal effect; % of control where 0% means no effect; nearly all actives have a fitted effect of over 55% in size
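250 cells/well; 23 nL cpd via pin tool; 48 hr, 37 C, 5% CO2; Hoechst 40 min; imager read of total nuclear intensity, ex 405/em 500-530 nm.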
MCF10A rerep – DNA re-replication induction in MCF 10a cells; AID 624296; MCF 10A DNA re-replication, Hoechst nuclear intensity, 48 h; Potency, µM (highest dose often 46.1 µM), without a hit: at the top dose activity, positive = re-replication, most hits filed as activators; 2.9% of 350,000 active; note: potency is the fitted concentration of half-maximal effect; % of control where 0% means no effect; nearly all actives have a fitted effect of over 50% in size
IL1B secr inh – inhibitors of inflammasome signaling (IL-1 beta secretion); THP-1 LPS/ATP IL-1B secretion, AlphaLISA, 16 h; stronger effect = lower value; activity change, % at 57.5 µM; 4.7% of 360,000 active; AID 743279; in the data active = activity change below about -50%; inconclusive = mostly about -30% to -49%; note: % is set by controls: 0 for no effect and ±100 for the full control effect
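Secreted IL-1B measured by AlphaLISA bead assay after 16 h compound exposure of THP-1 cells; compounds (final up to 57.5 uM) added 1 h before LPS (250 ng/mL) and ATP (1.25 mM) stimulation; lower signal means less secretion.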
D3 ag – activates the human D3 dopamine receptor; P35462; D3R DiscoveRx beta-arrestin cells, luminescence, 90 min; max activation, %; 0.58% of 410,000 active; AID 652048; in the data active = max activation above about 30%; note: 0% is about no effect; mostly tested at two doses, the higher about 12 µM
Target sequence (P35462 whole entry, looked up): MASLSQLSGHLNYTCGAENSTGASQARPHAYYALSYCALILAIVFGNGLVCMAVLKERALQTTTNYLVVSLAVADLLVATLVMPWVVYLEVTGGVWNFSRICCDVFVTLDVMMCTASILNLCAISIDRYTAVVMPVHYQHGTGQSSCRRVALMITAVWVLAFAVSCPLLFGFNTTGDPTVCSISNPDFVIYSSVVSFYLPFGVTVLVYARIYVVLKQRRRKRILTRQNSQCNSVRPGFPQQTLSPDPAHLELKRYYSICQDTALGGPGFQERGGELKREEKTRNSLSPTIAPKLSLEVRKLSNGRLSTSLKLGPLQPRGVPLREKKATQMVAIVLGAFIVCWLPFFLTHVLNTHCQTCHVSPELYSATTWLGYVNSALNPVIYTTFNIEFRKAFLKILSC
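Agonist mode: compounds and dopamine controls were applied to plated cells for 90 min at 37 degrees C after an overnight attachment at 1500 cells/well. Luminescent read-out followed 30 - 60 minutes at room temperature with DiscoveRx detection reagent.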
HT1080 IDH1KD tx – HT-1080 IDH1 knockdown cell toxicity (counter line); HT-1080 IDH1 knockdown viability, ATP luminescence, 48 h; Potency, µM (titrated, usually from 46.1 µM), without a hit: top-dose activity, negative = toxicity, actives largely listed as cytotoxic; 2% of 360,000 active; AID 686971;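 note: potency is the fitted concentration of half-maximal effect; 0% = DMSO wells and -100% = cell-free medium wells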
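Cytotoxicity counter-line: IDH1KD HT-1080, 48 h, CellTiter-Glo. Curves classed by r2, magnitude and activity.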
KB-3-1 tox – KB-3-1 parental cell cytotoxicity; 1.4% of 400,000 active; AID 1347075; KB-3-1 viability, CellTiter-Glo ATP luminescence, 72 h; Potency, µM (doses to about 46.1 µM), inactives show at the top dose activity change, negative = cytotoxic, most hits filed as cytotoxic; note: potency is the fitted concentration of half-maximal effect; % is set by controls: 0 for no effect and ±100 for the full control effect; nearly all actives have a fitted effect of over 60% in size
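Cytotoxicity measured as CellTiter-Glo luminescence after 72 h at 37 C. Compound titrations were pinned onto drug-naive KB-3-1 parental adenocarcinoma cells grown in DMEM with 10% FBS, and normalized data fitted to concentration-response curves.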
GLP1R cytotox – cytotoxic in the GLP-1 receptor inverse agonist counter-screen | AID 624418 | 0.13% of 410,000 active | HEK293 cAMP-luciferase reporter cells, luminescence, 24 h | Potency, µM (titrated, usually from 38.3 µM), inactives show at the highest dose activity change, negative = inhibition, hits mostly inhibitors;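 note: loss of luciferase light is scored as toxicity; potency is the fitted concentration of half-maximal effect; % is set by controls: 0 for no effect and ±100 for the full control effect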
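A 23 nL compound transfer followed 12 hours of cell culture at 37 deg C; exposure then lasted 24 hr. Luciferase assay detection reagent was dispensed and plates read for luminescence after a 12 min room-temperature wait.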
HT1080-NT tox – kills 2HG-producing HT-1080-NT fibrosarcoma cells; HT-1080-NT fibrosarcoma viability, CellTiter-Glo ATP luminescence, 48 h; Potency, µM (series often up to 46.1 µM), for inactives: top-dose activity, negative = less viability, actives largely listed as cytotoxic; 1.6% of 360,000 active; AID 686970;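 note: NT is the 2HG producing partner of a matched IDH1 knockdown line; potency is the fitted concentration of half-maximal effect; 0% = DMSO-treated cells and -100% = media-only wells without cells; nearly all actives have a fitted effect of over 55% in size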
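HT-1080-NT fibrosarcoma cells (2HG-overproducing), 750 cells/well in RPMI with 5% FBS, dosed after 2 h and incubated 48 h at 37C. CellTiter-Glo luminescence normalized to DMSO and no-cell wells; concentration-response curves fitted and classed.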
* = called active by the depositor; ? = inconclusive; . = no result given; & = joins results of further samples; ! = a repeat was not active; [ ] = another dose, or the depositor's remark. Unless noted, calls come from the whole dose curve; as a rule, active = well fitted curve in the direction sought with a large enough effect; inconclusive = small, poorly fitted or top-dose-only effect, or another doubt; inactive = no such curve, though single readings can be large; an effect the other way counts as inactive or inconclusive. Some of the compounds tested; the hit share may differ from the screen's.

SMILES | KB-V1 cytotox | SW480 rereplic | MCF10A rerep | IL1B secr inh | D3 ag | HT1080 IDH1KD tx | KB-3-1 tox | GLP1R cytotox | HT1080-NT tox
O=C(c1cc(-c2ccccc2)nc2ccccc12)N1CCC2(CC1)OCCO2 | ? | -11% | 1% | -3 | 4 | -7% | 1% | -19% | 3%
O=c1c2ccccc2c(C=Nc2ccc(O)cc2)c(O)n1Cc1ccccc1 | ? | 21µM* | ? | -12 | -14 | -2% | 2% | 16% | 2%
Cc1cc(OCc2ccc([N+](=O)[O-])cc2)c2c3c(c(=O)oc2c1)CCCC3 | -19% | 1% | 8% | 1 | 0 | -3% | -2% | -5% | -4%
COc1ccc(C(C)=O)cc1CC(C(=O)c1ccc(C)c(C)c1)N(C)C (centres undefined) | -13% | -5% | -4% | 3 | 5 | -8% | -1% | 7% | -6%
COc1ccccc1NC(=O)c1cn(CCC#N)nc1-c1cccc(Cl)c1 | -3% | 2% | 5% | 14 | 2 | 1% | -2% | -31% | 3%
COc1ccc(-n2nnnc2C(C2CC2)N2CCC3(CC2)C(=O)NCN3c2ccccc2)cc1 (centres undefined) | ? | . | . | -18 | -5 | 1% | 0% | 1% | 10%
O=C1NC(=O)C(=Cc2ccc(-c3ccc(S(=O)(=O)N4CCOCC4)cc3)o2)C(=O)N1 | 3% | -5% | 0% | -3 | 3 | 13% | 0% | -13% | 15%
Fc1ccccc1CN1CCN(c2ccc(Cl)cc2)CC1 | 5% | -17% | ? | 24 | -17 | 12% | -2% | 5% | -1%
CS(=O)(=O)c1ccc(C2=C(CNC(=O)c3ccc([N+](=O)[O-])cc3)[C@H]3CC[C@@H](C2)N3Cc2ccccc2)cc1 | 6% | . | . | -17 | -8 | -10% | -24% | 17% | -12%
O=c1[nH]c(=O)n(-c2cccc3ccccc23)c(O)c1/C=N/N1CCCCC1c1cccnc1 (centres undefined) | 15% | ? | 3% | 18 | -4 | 2% | 3% | -20% | -1%
CNC(=O)O/N=C(\C)Cc1nnn(-c2cc(C)on2)n1 | -2% | 0% | 5% | -9 | 2 | -1% | -3% | 0% | -11%
CC(C)CCn1c(=O)c(C(=O)NCc2ccco2)c(O)c2ccccc21 | -5% | -6% | 0% | -4 | 5 | 16% | ? | 0% | 22%
Cc1cccc(C)c1OC(=O)Cc1ccccc1 | -6% | -2% | -4% | -11 | -5 | 11% | -3% | 6% | 13%
CCN(CC)P(=O)(Oc1cccc(C)c1)N(CC)CC | -12% | -1%[9.22 µM] | -2% | -2 | 4 | 16% | -7% | -10% | 23%
Cc1cccc(C(=O)NC(=S)Nc2cccc3nc(C)ccc23)c1 | ? | 4% | 2% | 0 | 18 | 13% | -2% | ? | 1%
S=c1[nH]nc(C2CC2)n1Cc1ccccc1 | 9% | -2% | -22% | -16 | -6 | 0% | 1% | -26% | 0%
c1ccc(CCN2CCC(N3CCN(c4ccccc4)CC3)CC2)cc1 | ? | -2% | 25% | 0 | 69* | 4% | -7% | 4% | -3%
CC(C)(C)N1CC(C(=O)c2ccccc2)C1c1ccccc1 (centres undefined) | 16µM* | -1% | 29% | -80* | -9 | ? | 7% | -22% | -7%
COc1cc(/C=C/C(=O)c2c(O)n(CCc3ccccc3)c(=O)[nH]c2=O)ccc1O | 0% | ? | ? | -99* | 0 | 12µM* | 0% | -9% | ?
CCCC1C(C#N)=C(N)Oc2c1c(=O)oc1ccccc21 (centres undefined) | 0% | -3% | 5% | 14 | -1 | 12% | 22% | 1% | 3%
CC(C)c1ccccc1OCC(=O)N1CCCN(C)CC1 | 17% | ? | 23% | -20 | -3 | 10% | 15% | 5% | 15%
COc1ccc(NC(=S)NCCSc2ccc(Cl)cc2)c(OC)c1 | ? | 13% | ? | -27 | 1 | ? | -1% | ? | -22%
O=C(NC(Cc1cnc[nH]1)C(=O)O)c1ccccc1 (centres undefined) | -2% | -14% | 9% | 25 | -22 | -1% | 18% | -7% | 6%
COc1ccccc1CN1CCNCC1 | 28% | . | . | 14 | -5 | 6% | 3% | -2% | 6%
COc1cc(CC2(CCc3ccncc3)C(=O)N(C)C(=O)N(C)C2=O)cc(OC)c1OC | 5% | 1% | -1% | 3 | -3 | 18% | 0% | 6% | 22%

Whole records as entered above. Order of screens: KB-V1 cytotox	SW480 rereplic	MCF10A rerep	IL1B secr inh	D3 ag	HT1080 IDH1KD tx	KB-3-1 tox	GLP1R cytotox	HT1080-NT tox
Entry for `COc1ccccc1NC(=O)c1cn(CCC#N)nc1-c1cccc(Cl)c1` : -3%	2%	5%	14	2	1%	-2%	-31%	3%
Entry for `CS(=O)(=O)c1ccc(C2=C(CNC(=O)c3ccc([N+](=O)[O-])cc3)[C@H]3CC[C@@H](C2)N3Cc2ccccc2)cc1` : 6%	.	.	-17	-8	-10%	-24%	17%	-12%
Entry for `O=c1[nH]c(=O)n(-c2cccc3ccccc23)c(O)c1/C=N/N1CCCCC1c1cccnc1` (centres undefined) : 15%	?	3%	18	-4	2%	3%	-20%	-1%

Following part.
SMILES | KB-V1 cytotox | SW480 rereplic | MCF10A rerep | IL1B secr inh | D3 ag | HT1080 IDH1KD tx | KB-3-1 tox | GLP1R cytotox | HT1080-NT tox
COc1cc2c(c(OC)c1OC)-c1ccc(O)cc1[C@@H](NC(C)=O)CC2 | -13% | ? | ? | 50 | -13 | 0.016µM* | 0.016µM* | 17% | 0.033µM*
CCCNC(=O)N1CCC2(CC1)OCCO2 | 13% | 3% | 2% | -12 | -6 | 23% | 13% | 2% | 2%
CCN(CC)c1ccc(N=Cc2c(O)n(Cc3ccccc3)c(=O)[nH]c2=O)cc1 | ? | 0.52µM*! | ? | 25&26 | 0&0 | -15%&-1% | -28%&5% | 2%&2% | -2%&0%
Cc1csc(-c2cccnc2)n1 | -6% | -695%[inhibitor] | 0% | 22 | -16 | -7% | -2% | -2% | -4%
COc1ccccc1N1CCN(Cc2ccc(F)cc2)CC1 | -2% | -5% | -5% | 4 | -4 | -8% | -1% | -2% | 1%
COc1ccc(/C=C/C(=O)c2ccccc2O)cc1CN1CCOCC1 | -18% | ? | ? | -6 | -12 | ? | ? | ? | ?
Cn1c(=O)[nH]c(=O)c2c1nc([N+](=O)[O-])n2Cc1ccccc1 | ? | -32%[inhibitor] | 2.1µM* | . | -27 | 3.3µM* | ? | 10µM* | 2.6µM*
CN1CCC(O)(c2ccccc2)C2CCCC21 (centres undefined) | 3% | -2% | 2% | 1 | -15 | -2% | 7% | 3% | 17%
Cc1nc2ccccc2c(=O)n1-c1cccc([N+](=O)[O-])c1 | 3% | 0% | -1% | 29 | 10 | 7% | -2% | -6% | 8%
CN1CCC(N(C)c2ccc(C(N)=O)cc2[N+](=O)[O-])CC1 | 11% | 3% | -3% | 13 | 3 | 15% | 3% | 4% | 2%
CCCOP(=O)(OCCC)c1c([N+](=O)[O-])cc(C(F)(F)F)cc1[N+](=O)[O-] | ? | 18µM* | ? | -73* | -12 | ? | ? | ? | ?
O=C(Nc1ccccc1)N1Cc2ccccc2-n2nncc2C1 | 2% | 1% | 17% | -1 | 10 | 12% | 2% | 0% | 9%
N#Cc1ccc(NC(=S)N2Cc3ccccc3-n3nncc3C2)cc1 | -7% | . | . | 10 | -2 | -7% | -3% | -16% | -4%
Cc1cc(OCC(=O)NCc2cccnc2)c2c3c(c(=O)oc2c1)CCCC3 | ? | 3% | 6% | ? | 1 | -7% | 0% | -6% | 6%
NCC(O)c1cc(O)c(O)cc1F (centres undefined) | 15% | 3% | -60%[inhibitor] | 1 | 176* | -1% | 0% | -8% | -2%
COc1ccc(OC(=O)Nc2ccccc2)cc1 | 0% | 9% | -4% | -12 | 1 | -1% | 1% | -7% | ?
COC(=O)C1=C(c2c(C)noc2C)C[C@@H]2CC[C@H]1N2C(=O)NCC1CC1 | -16% | 1% | -1% | 14 | 12 | 10% | -17% | 7% | 18%
N#Cc1ccc(N2CCNCC2)c(F)c1 | 11% | -4% | 3% | 10 | 0 | 11% | -4% | -9% | 8%
CCCCC1(CCO)C(=O)NC(=S)NC1=O | 5% | 6% | -7% | -10 | -8 | 9% | ? | -14% | -5%
Cc1cc(=O)n(-c2ccccc2)n1-c1ccccc1 | -9% | -56%[inhibitor] | 2% | -1 | -5 | 21% | -1% | -22% | 11%
N#Cc1c(/N=C/C2C(=O)NC(=S)NC2=O)sc2c1CCCC2 | -14% | 4% | -2% | 12 | 32* | -9% | -2% | -11% | -15%
CCN1/C(=C/C(C)=C/c2sc3ccccc3[n+]2CC)Sc2ccccc21 | 21µM*! | 30% | -7% | -97* | -9&-9 | 1.5µM* | 0.73µM* | 13µM* | 10µM*
Cc1ccc(N(C)C(=O)Oc2cccc3cccnc23)cc1 | -16% | -4%[9.22 µM] | 2% | -6 | 1 | 7% | 20% | -10% | 7%
CCCCCn1c(=O)c(C(=O)Nc2ccccn2)c(O)c2ccccc21 | 6.5µM* | 3% | -4% | 15 | 5 | -7% | -18% | 1% | -8%
O=C1NC(=O)N(c2ccccc2)C(=O)/C1=C\c1ccccc1[N+](=O)[O-] | 3% | 2% | 0% | 15 | -12 | 5% | -2% | 9% | -1%
COc1ccc(Nc2ccc3c(c2)=NC2(CCCCC2)[N+]=3[O-])cc1 | ? | 4µM* | 13µM* | -97* | 0 | ? | 15µM* | ? | ?
C1CN(P2(N3CC3)=NP(N3CC3)(N3CC3)=NP(N3CC3)(N3CC3)=N2)CCO1 (centres undefined) | 20% | . | . | -4 | 9&6 | 5% | 14% | -26% | 11%
COC(=O)C1=C(c2c(C)noc2C)C[C@@H]2CC[C@H]1N2C(=O)N1CCCC1 | ? | 2% | -3% | 12 | 58* | ? | -2% | -33% | 21%
Cn1c(=O)cc(OCC(=O)N2CCN(Cc3ccc4c(c3)OCO4)CC2)c2ccccc21 | -10% | -4% | ? | -2 | 0 | 7% | 17% | -6% | 2%
CC1CCN(C(=O)C(C)Cl)CC1 (centres undefined) | 6% | ? | -2% | 8 | 1 | 8% | 12% | 3%[0.307 µM] | 9%
